From PubChem
GAA glycogen: GAA glycogen-cleavage inhibition or activation. AID 2100. Potency, µM (series often up to 76.4 µM), for inactives: at the top dose activity change, negative = inhibition, most hits filed as inhibitors. P10253. actives 0.38% (n = 300,000). recombinant GAA, glycogen substrate, Amplex Red glucose oxidase fluorescence; active means well fitted inhibition curve with a large enough effect; inconclusive means small, poorly fitted or top-dose-only effect, or another doubt; inactive means no such curve, though single readings can be large or run the other way;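 further: 0% = full enzyme reaction and -100% = no-enzyme basal signal; the screen sought inhibitors and activators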
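Natural-substrate format: glycogen cleavage by 4 nM human enzyme, glucose read by Amplex Red coupling (Ex 573, Em 610 nm). Normalized to enzyme and no-enzyme controls.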
Numbers without * were called inactive; ? = inconclusive; [ ] = dose if it differs, or a comment. Potency means the concentration at half of the fitted maximal effect.

SMILES	GAA glycogen
O=C(NCCCO)C(=O)NCC1OCCCN1S(=O)(=O)c1cccs1 (stereo not drawn)	-1%[76.3 µM]
CCCc1cc(=O)oc2c(C)c(OC(C)C(=O)NCc3ccccn3)ccc12 (stereo not drawn)	-5%[76.3 µM]
COc1cc(NC(=O)Cn2cnc3sc(C)c(S(=O)(=O)N4CCOCC4)c3c2=O)cc(OC)c1OC	0%
COc1ccc(C(NC(C)=O)c2cc(Cl)c3cccnc3c2O)cc1 (stereo not drawn)	17%[76.3 µM]
COc1cc(CNCc2ccco2)cc(OC)c1O	?
O=C(NCCCN1CCOCC1)C1CCN(S(=O)(=O)c2c(Cl)cccc2Cl)CC1	0%[76.3 µM]
Cc1ccc(Cl)cc1NC(=O)COc1ccccc1	0%[76.3 µM]
COc1ccc(S(=O)(=O)NCC(=O)N(Cc2ccco2)C(C(=O)NC(C)(C)C)C(C)C)cc1 (stereo not drawn)	0%
O=C(CCN1CCN(c2ccccc2)CC1)Nc1ccccc1	11%[76.3 µM]
O=C(CN1CCN(c2ccccc2)CC1)Nc1ccc(F)cc1	-6%

The closing 3 records of the part above come first, to join the parts:
SMILES	GAA glycogen
COc1ccc(S(=O)(=O)NCC(=O)N(Cc2ccco2)C(C(=O)NC(C)(C)C)C(C)C)cc1 (stereo not drawn)	0%
O=C(CCN1CCN(c2ccccc2)CC1)Nc1ccccc1	11%[76.3 µM]
O=C(CN1CCN(c2ccccc2)CC1)Nc1ccc(F)cc1	-6%
O=C(O)CC1(CC(=O)N2CCC(C(=O)O)CC2)CCCC1	1%
Oc1ccccc1CNCCCN1CCOCC1	13%[76.3 µM]
Cc1cccc(C(C(=O)NC2CCCC2)N(C(=O)c2csnn2)C2CCCC2)c1 (stereo not drawn)	-1%
CCCCn1c(SCC(=O)NC2CC2)nc2ccccc2c1=O	-9%[76.3 µM]
Cc1cccc(NC(=O)CNC(=O)CNC(=O)Cc2ccccc2)c1	0%[76.3 µM]
O=C1CCN(Cc2ccc([N+](=O)[O-])cc2)CCN1[C@H](CO)Cc1ccccc1	0%[76.3 µM]
COc1ccc(/C=C2\N=C(c3ccc(C)cc3)OC2=O)cc1	2%[76.3 µM]
CN(C)CCCN(C(=O)c1ccc2c(c1)CCCC2)c1nc2cc3c(cc2s1)OCO3	-1%[76.3 µM]
O=C(Nc1ccc(N2CCN(C(=O)c3cccs3)CC2)cc1)c1ccco1	-1%
Cn1c(Cc2ccccc2)nnc1SCC(=O)NC1CCCC1	3%
Nc1c(N(CCC2=CCCCC2)C(=O)C2CC2)c(=O)[nH]c(=O)n1Cc1ccccc1	8%[76.3 µM]
Cc1cccc(C(=O)OCC(=O)NCCCc2ccccc2)c1O	4%
Cc1onc(-c2c(F)cccc2Cl)c1C(=O)N(Cc1ccccc1)C(C)C	-4%
COc1cc(OC)c(NC(=O)Cn2cnc3sc(C)c(S(=O)(=O)N4CCOCC4)c3c2=O)cc1Cl	0%
CC1CCCCC1NC(=O)Cn1c(=O)oc2cc(S(=O)(=O)N3CCCC3)ccc21 (stereo not drawn)	-7%[76.3 µM]
C=CCNC(=O)C1CC(=O)N(c2ccc(OCC(=O)Nc3ccc(Cl)cc3)cc2)C1 (stereo not drawn)	-3%
C[C@H](NC(=O)[C@@H]1Cc2ccccc2CN1)C(=O)NCC1CCCO1 (stereo partly drawn)	0%[76.3 µM]
CN(C)CCn1cnc2c(c1=N)C(c1ccccc1)c1ccc3ccccc3c1O2 (stereo not drawn)	-6%
Cc1ccc(C(=O)NNC(=O)c2ccc3ccccc3c2O)cc1	-12%[0.611 µM]
COc1cc(NC(=O)c2ccc(Cl)cc2)c(Cl)cc1NC(=O)c1cccnc1	1%[76.3 µM]
Cn1cc(SCC(=O)NC2CCCC2)c2ccccc21	0%[76.3 µM]
CC(C)[C@H](NC(=O)N1CCn2c1nc1ccccc12)C(=O)N[C@@H](C(=O)O)c1ccccc1	-3%[76.3 µM]
CCOC(=O)C1=C(COC(=O)Cc2ccc(Br)cc2)NC(=O)NC1C (stereo not drawn)	-3%[76.3 µM]
Cc1nc2ccccc2n1CCOc1ccccc1	-2%[76.3 µM]
CC(=O)CCN1C(=O)NC2(CCCc3ccccc32)C1=O (stereo not drawn)	1%[76.3 µM]
Cc1cc(C(=O)N2CCc3ccccc3C2)no1	5%[76.3 µM]
C/C(=N\Nc1nc(C(C)(C)C)cs1)c1ccc(O)cc1	2%[76.3 µM]
O=C(Cc1ccc([N+](=O)[O-])cc1)NC(C(=O)O)C(O)c1cccc([N+](=O)[O-])c1 (stereo not drawn)	6%[76.3 µM]
Cc1ccc(C)c(OCCCN2CCNCC2)c1	11%[76.3 µM]
Cc1ccc(NC(=O)CN2C(=O)c3ccccc3S2(=O)=O)c(C)c1	-4%
Nc1ccc2oc(=O)c(-c3ccccc3)cc2c1	1%
COc1ccc(C2NC(=O)c3ccccc3O2)cc1 (stereo not drawn)	1%
O=C(C1CCC(=O)N(C2CC2)C1)N1CCN(c2ccc(Cl)cc2)CC1 (stereo not drawn)	-1%[76.3 µM]
COc1ccc(CCNC(=O)COC(=O)c2cccs2)cc1OC	-1%
O=C(NCc1ccccc1F)C1CCN(S(=O)(=O)c2ccccc2)CC1	4%
COc1ccc(-c2csc(NC(=O)Nc3ccccc3)n2)cc1	-2%
COc1ccc(Cl)cc1NC(=O)C1CC(=O)N(C2CCCCC2)C1 (stereo not drawn)	-8%[76.3 µM]
COc1ccc(C(=O)Nc2nnc(Cc3ccccc3)s2)c(OC)c1	11%[76.3 µM]
CCOC(=O)N1CCN(C(=O)/C(=C/c2cccs2)NC(=O)c2ccc(OC)c(OC)c2)CC1	-3%
Cc1cc(NC(=O)CSc2nnnn2-c2ccc(F)cc2)no1	-15%
O=C(Nc1cccc(C(=O)N2CCCc3ccccc32)c1)c1ccccc1	-14%[76.3 µM]
CC(C)(C)c1ccc(OCCSc2nc3ccccc3n2CC(=O)O)cc1	-2%
Cc1ccc(C)c(NC(=O)NNC(=O)c2cc3ccccc3cc2O)c1	-3%[76.3 µM]
C/C(=N\NC(=O)COc1cccc(C)c1)c1ccc2ccccc2c1O	-3%[76.3 µM]
Cc1cc(NC(=O)COc2ccccc2C)ccc1NC(=O)c1cccs1	7%
COc1ccc(NC(=O)CSc2cn[nH]n2)c(OC)c1	-2%
COc1cccc(NC(=O)CSc2nnc(NC(=O)C3CC3)s2)c1	1%[76.3 µM]
O=C1[C@H]2[C@@H](c3ccc(F)cc3)N3C(=O)N(c4ccccc4)C(=O)[C@@]3(Cc3ccc(Cl)cc3)[C@H]2C(=O)N1C1CCCCC1	15%[76.3 µM]
Brc1cccc(C2Nc3cccc4cccc(c34)N2)c1	1%[76.3 µM]
Cc1ccccc1S(=O)(=O)N1CCN(C)CC1	5%[76.3 µM]

(cont.)
SMILES	GAA glycogen
Cc1occc1C(=O)Nc1c(Cl)cccc1Cl	-3%[76.3 µM]
N#C/C(=C/c1ccc(O)cc1)C(=O)NCc1ccc(Cl)cc1	-6%
CC(=O)c1ccccc1OCC(O)CNC1CCCC1 (stereo not drawn)	-4%[76.3 µM]
CN(C)CCn1ccc(O)c(Cc2ccc(Cl)cc2)c1=O	-2%
O=C(CCNC(=O)C1CCN(S(=O)(=O)c2ccccc2)CC1)NCCc1cccc(F)c1	-5%[76.3 µM]
Cc1cc(Br)ccc1SCC(=O)N1CCN(S(=O)(=O)c2ccccc2)CC1	-1%[76.3 µM]
Cc1cc(C)c(S(=O)(=O)N2CCCC(C(=O)NCc3ccncc3)C2)c(C)c1 (stereo not drawn)	-4%[76.3 µM]
O=C(NCc1ccccc1Cl)C1CCC(=O)N(CCCN2CCCC2=O)C1 (stereo not drawn)	0%[76.3 µM]
O=C(c1cc2cc(Cl)ccc2[nH]1)N1CCc2ccccc2C1	-3%[76.3 µM]
O=S1(=O)N(Cc2ccccc2F)CCCN1Cc1c(F)cccc1Cl	5%

Reprinted from the part before: 4 entries; new compounds follow.
SMILES	GAA glycogen
Cc1cc(C)c(S(=O)(=O)N2CCCC(C(=O)NCc3ccncc3)C2)c(C)c1 (stereo not drawn)	-4%[76.3 µM]
O=C(NCc1ccccc1Cl)C1CCC(=O)N(CCCN2CCCC2=O)C1 (stereo not drawn)	0%[76.3 µM]
O=C(c1cc2cc(Cl)ccc2[nH]1)N1CCc2ccccc2C1	-3%[76.3 µM]
O=S1(=O)N(Cc2ccccc2F)CCCN1Cc1c(F)cccc1Cl	5%
CC(=O)Nc1ccc(S(=O)(=O)NNC(=S)NCC2CCCO2)cc1 (stereo not drawn)	?
Cc1ccccc1-c1nc2c3ccccc3nc(=S)n2[nH]1	-18%
Cc1ccc(C2=NS(=O)(=O)N(C)C(C(=O)NCc3ccccn3)=C2)cc1	17%[76.3 µM]
O=[N+]([O-])c1cccc2c1ccc1ncccc12	-2%
Cc1cc(C(=O)NC2CCCc3c2cnn3-c2ccc(C)c(C)c2)nc(C)n1 (stereo not drawn)	-9%[76.3 µM]
O=C(CNS(=O)(=O)c1ccccc1)OCC(=O)c1ccc(F)cc1	-1%
O=C(N/N=C/c1coc2ccccc2c1=O)c1cc(Br)c(O)c(Br)c1	-1%[76.3 µM]
CCOC(=O)c1csc(CCNC(=O)c2oc3c(Cl)cc(C)cc3c2C)n1	3%[76.3 µM]
COc1ccc(N2CCN(Cc3cc4c(cc3Br)OCCO4)CC2)cc1	-4%
Cc1ccc(-c2csc(Nc3ccccn3)n2)cc1	-14%[76.3 µM]
Cc1nc2c(Cl)cccc2c2c1CC(CBr)O2 (stereo not drawn)	0%
CC(C)c1cc(CNC(=O)c2cc(COc3cncc(Cl)c3)on2)on1	16%[76.3 µM]
CCOC(=O)c1c[nH]c2c(C(=O)c3ccccc3)cc(Cl)cc2c1=O	-7%
COc1cccc(N2CCN(C(=O)c3ccc4nc[nH]c4c3)CC2)c1	-5%[76.3 µM]
CN1/C(=C/c2cccc[n+]2CCO)Sc2ccccc21	0%[76.3 µM]
CCOc1ccc(N(CC(=O)NC2CCCCC2)C(=O)Cn2nnc(-c3ccc(C)o3)n2)cc1	-4%[76.3 µM]
CCN(CC(=O)Nc1ccc2c(c1)OCCO2)C(=O)COc1ccc(C)cc1	3%[76.3 µM]
Cc1n[nH]c(=S)n1/N=C/c1c(O)ccc2ccccc12	-6%[76.3 µM]
CC1CN(CCCCOc2ccc(Cl)c3ccccc23)CC(C)O1 (stereo not drawn)	-21%[76.3 µM]
CCCCc1cc(=O)oc2cc(C)cc(OCC(=O)N3CCC(C(=O)O)CC3)c12	-9%[76.3 µM]
COc1ccc(NC(=O)CCCC(=O)c2ccccc2)c(OC)c1	0%
Cc1ccc(N2CC(C(=O)Nc3c4c(nn3C(C)(C)C)CS(=O)(=O)C4)CC2=O)cc1 (stereo not drawn)	-4%[76.3 µM]
COc1ccc(CN2CCCC(C(=O)N3CCCC3)C2)c(OC)c1 (stereo not drawn)	5%
CC1(C)CC(=O)C=C(Nc2ccc(Br)cc2F)C1	9%[76.3 µM]
O=C(NC(=S)NC1CCS(=O)(=O)C1)c1ccccc1 (stereo not drawn)	4%[76.3 µM]
COCCCNC(=O)CCCN1C(=O)c2cccnc2Sc2ccccc21	4%
COc1ccccc1N1CCN(C(=O)Cc2ccc(Cl)cc2)CC1	5%[76.3 µM]
O=C(CN1C(=O)/C(=C/c2ccccc2Cl)SC1=S)NC1C=CS(=O)(=O)C1 (stereo not drawn)	-2%[76.3 µM]
O=C(NCc1cccnc1)c1nc(-c2ccccc2)n(-c2ccccc2)n1	3%[76.3 µM]
Cc1ccc(CNC(=O)C2CCCN2S(=O)(=O)c2ccc3c(c2)C(C)(C)C(=O)N3C)cc1 (stereo not drawn)	2%[76.3 µM]
COc1cc(NC(=O)c2oc3ccccc3c2C)ccc1NC(=O)c1ccco1	-4%
Cc1ccc(S(=O)(=O)NC(C)(C)CN2CCNCC2)cc1	3%[76.3 µM]
Cc1ccccc1C(=O)O/N=C(\N)c1ccccc1	0%
CC(NS(=O)(=O)c1ccc(Cl)cc1)C(=O)Nc1ccc2c(c1)OCCO2 (stereo not drawn)	-9%
CC(=O)CSc1nc2c(c(=O)[nH]c(=O)n2C)n1Cc1ccccc1Cl	14%[76.3 µM]
COc1cccc2c1OCC(CN1CCN(Cc3ccccc3F)C(CCO)C1)=C2 (stereo not drawn)	-18%[76.3 µM]
COc1ccc(OC)c(C2C(C(=O)c3ccco3)=C(O)C(=O)N2CCN2CCOCC2)c1 (stereo not drawn)	-10%[76.3 µM]
COc1ccc(-n2ncc3c2CC(C)(C)CC3NC(=O)CCn2cncn2)cc1 (stereo not drawn)	-6%[76.3 µM]
Cc1cc(C)cc(NC2=C(N)C(=O)c3ccccc3C2=O)c1	-12%

Of the compounds above, these have a COOH group.
SMILES	GAA glycogen
O=C(O)CC1(CC(=O)N2CCC(C(=O)O)CC2)CCCC1	1%
CC(C)[C@H](NC(=O)N1CCn2c1nc1ccccc12)C(=O)N[C@@H](C(=O)O)c1ccccc1	-3%[76.3 µM]
O=C(Cc1ccc([N+](=O)[O-])cc1)NC(C(=O)O)C(O)c1cccc([N+](=O)[O-])c1 (stereo not drawn)	6%[76.3 µM]
CC(C)(C)c1ccc(OCCSc2nc3ccccc3n2CC(=O)O)cc1	-2%
CCCCc1cc(=O)oc2cc(C)cc(OCC(=O)N3CCC(C(=O)O)CC3)c12	-9%[76.3 µM]

An excerpt; rates above refer to the full screens.
